DDE Tn7 FP inh – disrupts Tn7 cyclic peptide binding to fibrin D-Dimer-E complex. hit rate 0.13% among 370,000. P02675. FP displacement of FITC-Tn7 peptide from fibrin DD(E); 0% = median of compound wells per plate. inhibition, % at 8.3 µM. AID 720508;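 active = inhibition above the mean of compounds falling within the control limits plus 3 SD of them, cut at about 14% in these data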;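 also: 0% = plate median of compound wells and 100% = 10 µM Aha-Tn7 peptide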
Target sequence (P02675 whole entry, looked up): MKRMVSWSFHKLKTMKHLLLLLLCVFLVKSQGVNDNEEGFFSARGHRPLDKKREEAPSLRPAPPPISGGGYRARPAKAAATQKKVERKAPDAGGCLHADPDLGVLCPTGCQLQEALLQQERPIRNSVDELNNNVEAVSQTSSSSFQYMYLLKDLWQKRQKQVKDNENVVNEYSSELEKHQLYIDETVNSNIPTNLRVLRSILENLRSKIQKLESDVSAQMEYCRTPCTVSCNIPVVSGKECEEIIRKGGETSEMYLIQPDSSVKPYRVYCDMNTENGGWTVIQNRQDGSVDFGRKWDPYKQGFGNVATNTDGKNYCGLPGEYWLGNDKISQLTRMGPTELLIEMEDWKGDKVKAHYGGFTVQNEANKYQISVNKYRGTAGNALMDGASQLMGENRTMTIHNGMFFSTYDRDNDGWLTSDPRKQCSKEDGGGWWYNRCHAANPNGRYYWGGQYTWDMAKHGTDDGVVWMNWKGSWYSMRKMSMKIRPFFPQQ
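Also added: labelled Tn7 tracer, 0.1 µM; Assay system: human fibrin DD(E) protein; Amount: 2 µM fibrin DD(E); Schedule: 10 min compound pre-incubation, 3 h probe incubation at room temperature; Repeats: one replicate per compound; Read-out basis: percent inhibition; Measured by: fluorescence polarization of the labelled Tn7 tracer.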
TDP2 inh – blocks human TDP2 phosphodiesterase activity; O95551; recombinant TDP2, T5PNP hydrolysis, p-nitrophenol absorbance 415 nm; inhibition, % at 12.8 µM; hit rate 0.34% among 370,000;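 active = inhibition above the mean of all tested compounds plus 3 SD, set per campaign, cut at about 25% in these data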;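 also: 0% = DMSO with enzyme and 100% = buffer with substrate but no TDP2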
Target sequence (O95551 whole entry, looked up): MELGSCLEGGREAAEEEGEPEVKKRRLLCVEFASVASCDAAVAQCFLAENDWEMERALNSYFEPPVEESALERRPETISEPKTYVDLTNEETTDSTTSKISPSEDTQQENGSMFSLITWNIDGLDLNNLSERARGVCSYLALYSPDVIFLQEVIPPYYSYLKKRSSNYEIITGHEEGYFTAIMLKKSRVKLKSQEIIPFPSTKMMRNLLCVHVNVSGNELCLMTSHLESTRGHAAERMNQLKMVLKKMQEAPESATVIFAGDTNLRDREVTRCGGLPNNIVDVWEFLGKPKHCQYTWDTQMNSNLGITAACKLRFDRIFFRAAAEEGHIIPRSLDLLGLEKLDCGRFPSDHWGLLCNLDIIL
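System – recombinant human TDP2 · Quantity – TDP2 enzyme at 120 nM final · Doses – single concentration, 12.8 µM nominal, with 1% DMSO · Incubation – 2 h at 37 °C · Measured by – epi absorbance of p-nitrophenol freed from T5PNP by hydrolysis · Read-out – % inhibition relative to enzyme-containing and enzyme-free wells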
UHRF1 MBD2 ctr – UHRF1 methyl-DNA binding inhibition; inhibition, % at 4.4 µM; UHRF1 binding to methylated oligo, TR-FRET; AID 687016; hit rate 0.75% among 370,000; Q96T88; in the data active = inhibition above about 21%;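 also: UHRF1 SRA domain binding a hemimethylated CpG hairpin DNA probe; 0% = median of test compound wells and 100% = reference inhibitor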
SIAE primary – inhibitors of human sialic acid acetylesterase SIAE; hit rate 0.69% among 370,000; inhibition, % at 9.66 µM; SIAE FP-Rh probe binding, fluorescence polarization; AID 1053197; Q9HAT2;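 active = inhibition above a cutoff: mean of compounds within the control limits plus 3 SD of those, cut at about 17% in these data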;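 also: 0% = plate median of compound wells and 100% = probe without SIAE protein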
KLK7 zymogen act – activates the human kallikrein-7 zymogen. P49862. purified proKLK7, EDANS-DABCYL substrate fluorescence; 100% is mature enzyme control, 0% vehicle. activation, % at 7 µM. hit rate 0.9% among 370,000;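 active = activation above the mean of all tested compounds plus 3 SD, computed per campaign excluding outliers beyond control limits, cut at about 13% in these data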
Target sequence (P49862 whole entry, looked up): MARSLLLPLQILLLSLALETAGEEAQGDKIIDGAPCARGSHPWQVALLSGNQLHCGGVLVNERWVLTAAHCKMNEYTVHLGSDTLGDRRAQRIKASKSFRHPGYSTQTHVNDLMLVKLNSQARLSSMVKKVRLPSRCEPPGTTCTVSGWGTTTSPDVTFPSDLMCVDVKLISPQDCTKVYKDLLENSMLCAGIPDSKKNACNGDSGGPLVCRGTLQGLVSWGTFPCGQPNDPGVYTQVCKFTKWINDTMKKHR
PRMT1 inh – inhibitors of human PRMT1 | hit rate 1.3% among 370,000 | Q99873 | inhibition, % at 2.79 µM | recombinant PRMT1, activity-based probe fluorescence polarization;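 active = inhibition above about 21% made by adding two undisclosed values, limit read from the data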
MBD2 DNA inh – blocks human MBD2 binding to methylated DNA; AID 686964; hit rate 0.31% among 370,000; inhibition, % at 4.4 µM; Q9UBB5; TR-FRET, MBD2 binding to methylated oligonucleotide; in the data active = inhibition above about 13%
TCR CD3 inh – human TCR-CD3 binding inhibition. inhibition, % at 9.4 µM. TAMRA-labeled TCR probe fluorescence, biochemical. hit rate 0.37% among 360,000; in the data active = inhibition above about 19%;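 also: recombinant mutant TCR 2C K166C tagged with TAMRA read by polarization; 0% = receptor in buffer alone and 100% = receptor with positive control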
LEDGF integ inh – blocks HIV-1 LEDGF/p75-dependent DNA integration | TR-FRET IN-LEDGF/p75 DNA integration, Eu/Cy5 | inhibition, % at 3.7 µM | hit rate 0.64% among 370,000;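 active = inhibition above the screen-wide mean plus 3 SD, cut at about 13% in these data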;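 also: signal is the Cy5 over europium emission ratio at 671 and 618 nm; 0% = plate median of compound wells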
DDE Tn6 FP inh – disrupts Tn6 cyclic peptide binding to fibrin D-Dimer-E complex; P02675; Fibrin DD(E) TRITC-Tn6 fluorescence polarization displacement; inhibition, % at 8.3 µM; hit rate 0.21% among 370,000; AID 720509;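 active = inhibition above a per-campaign cutoff: mean of compounds within control limits plus 3 SD, cut at about 15% in these data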;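 also: 0% = median of all compound wells on the plate and 100% = blocking peptide control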
* = called active by the depositor; x = no result given. Compounds were not picked by outcome; overall some 4.6% were active at least once.

MBD2 DNA inh	DDE Tn7 FP inh	LEDGF integ inh	KLK7 zymogen act	SIAE primary	TCR CD3 inh	TDP2 inh	DDE Tn6 FP inh	UHRF1 MBD2 ctr	PRMT1 inh	Structure
2	0	-1	-0.3	-7	-3	3	12	-4	3	CCCCn1c2ccc(F)cc2c2nnc(SCCN3CCOCC3)nc21
14*	2	-3	-0.1	0	2	-12	16*	18	0	CN(Cc1cn(Cc2cccc(Cl)c2)nn1)C1CN(Cc2cn(Cc3cccc(Cl)c3)nn2)S(=O)(=O)C1 (stereo not given)
0	6	-3	-0.2	5	3	-2	5	1	-3	Cc1cccc(CN2CCN(C(=S)Nc3ccccc3)CC2)c1
0	-3	-2	0.2	-31	-1	1	-5	-1	4	CC1=Nc2ccccc2/C1=C/c1c(N)n2c(S(=O)(=O)CC(C)C)nsc2nc1=O
-1	7	5	0.7	9	6	1	2	1	4	Cc1cnccc1CNC(=O)CC1C(=O)NCCN1CC(C)(C)C (stereo not given)
-3	-4	-2	-0.4	4	1	-2	1	-1	-1	C/C(=N\NC(=O)C1CC1)c1ccc(NC(=O)c2ccc(Br)o2)cc1
-1	-2	2	0.5	2	6	-7	1	1	0	N/C(=N\OC(=O)c1cccs1)C1(c2ccc(Cl)cc2Cl)CC1
7	-5	2	0.3	-5	-4	-12	-6	7	0	COc1ccc(N2C(=O)C3CCCN3C2c2cccc(F)c2)cc1Cl (stereo not given)
-3	4	-2	3.3	-6	2	-2	10	-1	-4	O=S(=O)(Nc1nc2ccccc2nc1NCC1CCCO1)c1ccccc1 (stereo not given)
-2	-3	4	0.1	-8	1	2	-1	-1	0	CCCCN(C(=O)c1ccc(-c2ccc([N+](=O)[O-])cc2)o1)c1c(N)n(CC(C)C)c(=O)[nH]c1=O
5	-2	-4	0.1	-4	-2	13	2	3	-2	COc1cccc(NC(=O)CN(C)C(=O)Cn2c(=O)oc3ccccc32)c1
0	5	1	-0.7	-6	9	8	-8	-4	4	CCCn1nc(C(=O)Nc2ccc(S(=O)(=O)Nc3nccs3)cc2)c2ccccc2c1=O
-5	-9	1	-0.2	0	0	0	3	4	-2	COc1ccc(CN2CCC(Oc3cc(C(=O)NC4CC4)ccc3OC)CC2)c(O)c1
-5	-5	3	0.0	-5	2	-9	-2	-1	1	CCO[C@@H]1OC(C(=O)O)=C[C@H](C2CC2)[C@H]1CCCO
0	5	4	0.5	-3	-1	6	-4	0	-9	CC(C)(C)C(=O)CN1C(=O)NC(C)(Cc2ccc3c(c2)OCO3)C1=O (stereo not given)
-6	5	-2	0.9	x	5	8	-5	-2	2	C=CC[C@H](CC(=O)NCCO)C(=O)N[C@H](COC(=O)[C@H](CC=C)CC(=O)OC(C)(C)C)Cc1c[nH]c2ccccc12
5	0	2	-0.6	2	1	-9	-1	-2	23*	C=CCOc1ccccc1C(=O)/C=C1/C(=O)Nc2ccccc21
3	0	4	0.6	-3	3	-16	-3	2	1	COc1cccc(NC(=O)N2CCCC2C(=O)NCc2ccc(Cl)cc2)c1 (stereo not given)
1	-8	-1	1.4	-4	-5	2	2	-2	2	COc1ccc2c(=O)c(-c3cnn(-c4ccccc4)c3)c(C)oc2c1
4	1	-2	0.5	1	-1	2	-8	-1	-2	COc1ccc(OC)c(S(=O)(=O)Nc2c(C)cccc2C)c1
6	2	70*	-0.1	23*	56*	11	-5	21*	58*	Oc1ccc(/C=N/Nc2ccc(Cl)nn2)c(O)c1O
5	0	0	0.6	-6	-14	8	3	2	2	CCCCC(=O)N(C)c1c(C)nc2ccc(C(=O)N3CCN(c4ccccc4)CC3)cn12
4	7	-2	-0.3	6	5	-6	2	1	-2	COc1ccc(CCNC(=O)[C@H](CC(C)C)NC(=O)N2CCn3c2nc2ccccc23)cc1OC
3	-3	2	-0.1	-2	8	8	0	-2	-2	Cc1cc(Br)ccc1NC(=O)CNC(=O)CN(C)C1CCS(=O)(=O)C1 (stereo not given)
2	-3	-2	0.9	2	6	1	-7	0	2	COc1ccc(-c2noc(CCC(=O)N3CCN(c4cc(C)ccc4C)CC3)n2)cc1
-1	-8	2	-0.8	-2	-1	-10	13	0	-2	Cc1cc(C)nc(-n2nc(C)cc2NC(=O)c2cccc(S(=O)(=O)N3CCOCC3)c2)n1
-2	3	-4	2.9	-4	-8	-4	-6	1	-1	CCOC(=O)CCc1c(C)c2ccc(OCC(=O)N3CCOCC3)c(C)c2oc1=O
-1	-3	-2	0.2	0	-1	5	-1	-2	1	O=C(Nc1cc([N+](=O)[O-])ccc1F)c1cccs1
2	4	1	-0.4	-3	7	-5	-4	0	0	O/N=C\c1cccn1-c1nccs1
-1	-3	0	-3.9	-7	5	4	4	-1	-1	COc1cc(OC)c2c(-c3cccc(-c4ccoc4)c3)cc(=O)oc2c1
0	11	-1	0.4	1	1	5	-5	-2	-3	COc1cccc(C(=O)N(Cc2nc(-c3ccc(C)cc3)no2)C(C)C)c1
5	1	-1	0.4	1	4	5	2	1	-2	COC(=O)COc1cccc(NC(=O)c2cccs2)c1
-2	-7	3	0.0	5	7	5	0	-6	-2	COc1ccc(/C=C2\CCC/C(=C\C=N\N(C)C)C2=O)cc1
2	-4	0	-0.1	8	-5	5	0	-1	5	CC(C)(C)n1cnc2cc(NC(=O)c3ccco3)ccc21
0	4	-3	-0.5	0	5	2	3	5	1	O=C(C1CCC(C(=O)N2CCCCC2)CC1)N1CCCCC1 (stereo not given)
-6	6	-2	0.3	8	8	6	-1	-4	-2	OCc1ccc(N=Nc2ccccc2)cc1
-3	-3	-1	-0.5	4	5	5	-6	-2	-3	CC(C)Oc1cccc(C(=O)NC(=S)Nc2ccc(Cl)c(C(=O)O)c2)c1
0	0	-1	0.2	10	8	0	2	33*	-4	CC(CNC(=O)CCc1nnc(CCC2CCCCC2)o1)c1ccccc1 (stereo not given)
4	7	-4	1.0	1	-7	2	2	24*	1	C[C@@H]1CN([C@H](C)CO)S(=O)(=O)c2ccc(C#CC3CCCCC3)cc2O[C@H]1CN(C)C(=O)Cc1ccncc1
-1	-5	7	-0.1	-2	3	3	-6	-1	0	Cc1ccc(Nc2ccccc2)nn1
6	-3	-5	-0.4	0	-7	-1	0	1	3	C=CCn1c(C2CCCCC2)n[nH]c1=S
-4	-6	4	9.1	6	4	60*	-2	1	-1	COc1ccc(OC)c(C2C(C#N)=C(N)Oc3c2c(C)nn3-c2ccc(C)cc2)c1 (stereo not given)
-5	-1	5	0.6	-2	-7	-1	-4	-1	-4	COc1ccc(CCNC(=O)c2ccc(Br)o2)cc1Br
2	0	-4	0.6	0	-6	-6	-4	1	2	CCN(CCC#N)c1ccc(N2C(=O)CCCC2=O)cc1[N+](=O)[O-]
5	11	-1	-0.5	4	8	14	0	2	-1	CC(C)c1onc(C(=O)NC2CCCC2)c1[N+](=O)[O-]
2	6	0	0.5	2	8	2	6	-2	1	COc1ccccc1N1CCN(c2ncc(C(=O)N3CCN(c4cccc(Cl)c4)CC3)c3ccccc23)CC1
-1	4	-3	0.1	3	-3	12	3	-2	1	N#CC(C(=O)OC1CCCCC1)c1nc2ccccc2nc1N1CCOCC1 (stereo not given)
0	3	0	0.1	-1	1	5	0	-1	-5	COc1ccc(CC(=O)NNC(=O)COc2ccc(Cl)cc2C)cc1S(=O)(=O)N1CCOCC1
-5	5	2	0.2	-1	x	3	4	1	1	CC(=O)c1cc(-c2ccc(Oc3ccccc3)cc2)c(=O)n2c1CCC2
1	0	-5	-0.8	-4	-3	-1	0	3	3	CCc1ccccc1N(CC(=O)N1CCN(c2ccc(F)cc2)CC1)S(C)(=O)=O
-5	-2	-1	-0.8	5	8	9	2	-2	-2	CC1Nc2ncnc(N3CCN(c4ccccc4)CC3)c2N(Cc2ccccc2)C1=O (stereo not given)
-5	4	-2	-0.1	-3	0	8	3	0	0	CCCOc1ccc(C(=O)C(CN2CCOCC2)c2ccccc2)cc1 (stereo not given)
-5	1	11	-0.3	2	-3	-8	2	3	-5	CCOC(=O)c1cc(S(=O)(=O)N2CCN(Cc3ccccc3)CC2)cn1C
6	0	1	0.2	-3	-1	-3	-3	4	7	Cc1cccc([C@@H]2[C@@H]3C(=O)N(Cc4ccccc4)C(=O)[C@@H]3[C@]3(Cc4ccc(Cl)cc4)C(=O)N(c4cccc(Cl)c4)C(=O)N23)c1
-2	3	-2	19*	-4	4	-10	3	5	-1	Cc1sc(-c2ccncc2)nc1OC(=O)c1ccccc1
-2	-5	-6	0.3	-4	-4	-3	1	1	0	CCNC(=O)NC(=O)CN(C)c1ccccc1
-4	-1	-1	-0.7	2	-2	-2	3	0	2	CNC(=O)COc1ccc(S(=O)(=O)N2CCCC2)cc1
7	4	-4	-1.6	-18	x	-3	-10	-3	7	COc1ccc(-c2cc(C(=O)NN=Cc3ccc(C)s3)[nH]n2)cc1
-3	3	5	1.1	4	7	3	-4	2	-3	CC(C)c1ccc(OCC(=O)N(Cc2ccccc2)c2ccccn2)cc1
-1	-6	0	0.3	-1	3	-4	3	-2	32*	O=C(CN1CC[n+]2c(-c3cccs3)csc21)c1ccc(-c2ccccc2)cc1

Later entries.
MBD2 DNA inh	DDE Tn7 FP inh	LEDGF integ inh	KLK7 zymogen act	SIAE primary	TCR CD3 inh	TDP2 inh	DDE Tn6 FP inh	UHRF1 MBD2 ctr	PRMT1 inh	Structure
4	3	2	-0.2	3	-2	-4	0	2	-1	COc1ccc(S(=O)(=O)N2CCC(C(=O)NC3(C)CCS(=O)(=O)C3)CC2)cc1OC (stereo not given)
-5	2	2	0.8	-7	3	-17	0	1	-4	CCc1ccc(N(C(=O)CCC(=O)Nc2cc(C)on2)C(C(=O)NC2CCCC2)c2ccco2)cc1 (stereo not given)
1	-2	4	0.4	-6	-1	-3	-5	4	-1	COC(=O)C1C(c2ccccc2)NC(=O)NC1(O)C(F)(F)Cl (stereo not given)
2	-2	-1	-0.4	8	-4	3	6	0	-2	CN(CC1COc2ccccc2O1)C(=O)c1ccc(N(C)C)cc1 (stereo not given)
3	-4	-6	-0.7	0	-5	-4	-6	5	5	C/C(CS(=O)(=O)c1ccc(Cl)cc1)=N/NC(N)=S
0	0	-3	-49	-40	-2	9	-5	-3	3	O=C(NCc1ccccn1)c1cc(-c2ccc(-c3ccccc3)cc2)nc2ccccc12
-1	-7	0	-0.1	-3	10	3	-5	1	2	COc1ccc(C(=O)N2CCC(CCC(=O)Nc3cccc(C)c3)CC2)cc1

Grouped by structure: those above containing a cyano group (three)
MBD2 DNA inh	DDE Tn7 FP inh	LEDGF integ inh	KLK7 zymogen act	SIAE primary	TCR CD3 inh	TDP2 inh	DDE Tn6 FP inh	UHRF1 MBD2 ctr	PRMT1 inh	Structure
-4	-6	4	9.1	6	4	60*	-2	1	-1	COc1ccc(OC)c(C2C(C#N)=C(N)Oc3c2c(C)nn3-c2ccc(C)cc2)c1 (stereo not given)
2	0	-4	0.6	0	-6	-6	-4	1	2	CCN(CCC#N)c1ccc(N2C(=O)CCCC2=O)cc1[N+](=O)[O-]
-1	4	-3	0.1	3	-3	12	3	-2	1	N#CC(C(=O)OC1CCCCC1)c1nc2ccccc2nc1N1CCOCC1 (stereo not given)
